NFkB transloc inh: inhibitors of IL-1B driven NFkB p65 nuclear import, primary screen, imaging, HUVEC, IL-1B stimulus, high-content imaging; HUVEC IL-1B NFkB p65 nuclear translocation imaging; inhibition, % at 2 µM; 94,000 tested, 0.43% active;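 active means inhibition above about 30% together with a positive call from visual inspection of the well image, limit read from the data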;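 further: nuclear over cytoplasmic p65 intensity ratio measured by imaging; 0% = IL-1B stimulated DMSO wells and 100% = unstimulated DMSO wells; values of inactives mirror those of a sister screen read the other way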
MRP reversal: reversal of MRP1-mediated doxorubicin resistance, primary screen, H69AR cells, doxorubicin co-treatment; H69AR cells + 2 uM doxorubicin, CellTiter-Glo, 72 h; differential viability (reversal), % at 10 µM; 85,000 tested, 0.04% active;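 active means viability drop by adding the cancer drug above about 55%, with treated viability meeting a 40% cutoff, limit read from the data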;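 further: viability without doxorubicin minus viability with 2 µM doxorubicin for each compound; larger differential means the compound sensitizes cells more to doxorubicin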
PLAP inhibitors HTS: PLAP enzyme inhibitors, biochemical, luminescence, HTS (AID 690); Alkaline phosphatase, placental type (Homo sapiens); purified PLAP, luminescent substrate; higher % means a stronger effect; one-dose inhibition, % at 20 µM; IC50 in µM for titrated hits; 96,000 tested, 0.08% active; in the data active means a potency from the dose series; inactive means the rest, 99 in 100 with inhibition below about 30%; further: strong numbers were not always called active
IL1B NFkB pot: enhancers of NFkB p65 translocation in HUVEC – imaging, IL-1B stimulus, high-content imaging, primary screen; 94,000 tested, 0.3% active; HUVEC IL-1B NFkB p65 nuclear translocation imaging; AID 819, 2007; activation, % at 2 µM;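 active means activation above 40%, about the mean plus 3 SD, also judged a hit on visual image review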;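 further: percent activation is computed from the nuclear over cytoplasmic p65 intensity ratio; values of inactives mirror those of a sister screen read the other way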
Bcl-B TR3 displacers: displacers of TR3 peptide from Bcl-B, primary screen, selectivity assay for Bfl-1 inhibitor project, biochemical, fluorescence polarization; AID 748, 2007; displacement, % at 20 µM; hits with a dose series show IC50 in µM; Bcl-2-like protein 10 (Homo sapiens); FP displacement of FITC-TR3 peptide from Bcl-B; higher % means a stronger effect; 96,000 tested, 0.11% active;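 active means displacement above 50% at 20 µM plus a fluorescence interference ratio under 1.5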;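 further: plate controls were wells without compound for no effect and wells lacking Bcl-B protein for full effect; a part of the inactive calls stands beside numbers as strong as those of hits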
MRP reversal cytotoxicity: also measured in MRP reversal; calls as there; viability, %; H69AR cells, CellTiter-Glo, 72 h; measured here: cytotoxicity without doxorubicin
MRP reversal with doxorubicin: further read-out of MRP reversal, marked with its call; viability, %; measured here: viability with 2 uM doxorubicin; hits give low values
NFkB transloc inh cell count 2 µM: further read-out of NFkB transloc inh, marked with its call; cell count; measured here: cells passing quality filter;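 raw number of nuclei counted in each imaged well without normalization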
IL1B NFkB pot cell count 2 µM: also measured in IL1B NFkB pot; calls as there; cell count; measured here: cells passing quality filter
Numbers without * were called inactive; . = not tested or not shown. This is a subset; the hit share may differ from the screen's.

SMILES	NFkB transloc inh	NFkB transloc inh cell count 2 µM	MRP reversal	MRP reversal cytotoxicity	MRP reversal with doxorubicin	PLAP inhibitors HTS	IL1B NFkB pot	IL1B NFkB pot cell count 2 µM	Bcl-B TR3 displacers
COc1ccc(S(=O)(=O)Nc2ccccc2)cc1OC	-10.0	150	1.4	98.5	97.0	-7.9%	10.0	150	-1.2%
COc1ccc(OC)c(NC(=O)CSCC(=O)O)c1	.	.	-2.7	92.8	95.5	11.4%	.	.	13.3%
O=C1c2ccccc2C(=O)N1CCCCN(C(=O)c1ccco1)c1ccc(Cl)cc1	-34.9	123	8.8	87.2	78.5	-41.6%	34.9	123	-18.2%
CC(=O)NC1C(=O)N=C(SCC(=O)NC2CCCCC2)NC1=O (configuration not stated)	-9.6	133	11.2	104.4	93.2	4.5%	9.6	133	4.6%
CCOc1ccc2nc(NC(=O)c3cnc(C)cn3)sc2c1	39.4*	154*	-21.2	61.5	82.7	-158.3%	-39.4	154	-25.6%
CCOC(=O)c1cn[nH]c1N	-9.1	134	-5.3	95.0	100.4	8.4%	9.1	134	0.9%
CCN(CC)c1ccc(/C=c2/sc3nnc(-c4ccccc4C)n3c2=O)cc1	-3.6	64	12.1	20.3	8.3	11.8%	3.6	64	-129.1%
CCN1CCc2c(C#N)c(N3CCCCC3)nc(N3CCOCC3)c2C1	6.8	69	12.5	77.3	64.8	-27.0%	-6.8	69	-4.2%
Cc1cccc(N2C(=O)SC(N(C)c3ccccc3)C2=O)c1 (configuration not stated)	.	.	-0.7	90.6	91.2	24.1%	.	.	-0.5%
CCC(Sc1nc2cc(OC)c(OC)cc2c(=O)n1Cc1ccco1)C(=O)NCCOC (configuration not stated)	-7.1	153	-1.7	65.5	67.2	-47.8%	7.1	153	-3.8%
CCOC(=O)C1CCCN(Cc2ccc(OC)cc2OC)C1 (configuration not stated)	-1.1	183	0.5	98.9	98.5	-6.9%	1.1	183	-5.8%
Cc1[nH]nc2c1/C(=N\O)CC(C)(C)C2	5.6	125	-2.3	101.8	104.1	8.8%	-5.6	125	-2.0%
c1ccc(-c2cc3c(ccc4nonc43)nn2)cc1	-56.6	115	6.4	101.3	94.9	-7.3%	56.6*	115*	-11.6%
Cc1ccc(OCc2nnc(SCC(=O)Nc3nccs3)n2-c2ccccc2)cc1C	-21.7	184	0.0	85.1	85.1	17.6%	21.7	184	-3.4%
COc1ccc(CN2C(=O)c3ccccc3C(/C=N/OCc3ccc(Cl)cc3)C2=O)cc1 (configuration not stated)	3.3	106	.	.	.	-44.2%	-3.3	106	-11.0%
CCOC(=O)N1CCN(C(=O)CN(C)S(=O)(=O)c2ccc3c(c2)C(C)(C)C(=O)N3C)CC1	.	.	7.2	84.0	76.8	-24.9%	.	.	2.3%
COC(=O)C(C)n1nc(C)n(-c2ccc(C)cc2)c1=O (configuration not stated)	-3.6	165	.	.	.	2.2%	3.6	165	12.7%
CCNC(=S)NNC(=O)c1cc(C2CC2)nc2ccccc12	-6.9	103	.	.	.	-114.9%	6.9	103	14.1%
CC(C(=O)Nc1ccc(Cl)cc1)c1ncc(C(F)(F)F)cc1Cl (configuration not stated)	8.5	179	.	.	.	5.7%	-8.5	179	0.0%
Nc1ccc(-c2n[nH]c(=O)c3ccccc23)cc1N	-19.5	126	-2.9	85.1	88.0	14.9%	19.5	126	-2.3%
COc1ccc(CCNC(=O)c2ccc3c(c2)NC(=O)C(N2CCOCC2)S3)cc1OC (configuration not stated)	4.7	111	-3.5	88.2	91.7	-44.5%	-4.7	111	-23.0%
COc1cccc(C2=NOC(C(=O)Nc3ccc(C(C)=O)cc3)C2)c1 (configuration not stated)	-1.4	118	18.0	95.6	77.5	-5.1%	1.4	118	-7.7%
COc1ccc(-c2c3c(=O)n(C)c(=O)n(C)c3c3nnc4ccccc4n23)cc1	-21.0	172	21.7	78.4	56.7	.	21.0	172	.
CCn1c(=O)n(CC)c2cc(S(=O)(=O)NCCOc3ccccc3)c(C)cc21	-2.1	145	1.7	85.4	83.8	13.3%	2.1	145	-1.2%
Cc1ccc(S(=O)(=O)NCCCCC(NC(=O)OC(C)(C)C)C(=O)O)cc1 (configuration not stated) (tested in a mixture with another compound)	3.3	73	-12.9	80.3	93.2	.	-3.3	73	.
CCOc1ccc(NC(=O)CN2CCN(CC(=O)Nc3ccc(F)cc3)CC2)cc1	-1.4	128	-23.3	30.3	53.6	-10.2%	1.4	128	3.2%
CCC1CCCCN1C(=O)N[C@@H](Cc1ccccc1)C(=O)O (some centres not stated)	11.1	164	-1.2	93.5	94.7	16.0%	-11.1	164	-11.5%
CC(=O)c1c(C)[nH]c(C(=O)COc2cc(C)ccc2C(C)C)c1C	8.0	110	2.8	60.9	58.1	19.1%	-8.0	110	-11.0%
O=C(Nc1ccc(Br)cn1)C1CCCN1S(=O)(=O)c1ccccc1 (configuration not stated)	-6.3	166	3.6	89.4	85.8	32.6%	6.3	166	2.7%
CCOC(=O)C1CCCN(C(=O)c2ccc(OC(C)=O)cc2)C1 (configuration not stated)	3.9	89	97.5	196.9	99.5	4.6%	-3.9	89	19.4%
CC1=C(C(=O)OC(C)C)C(c2cccc(F)c2)N2C(=O)C(C)SC2=N1 (configuration not stated)	-1.7	59	-0.6	108.4	109.0	-52.6%	3.8	59	3.6%
COc1ccc(-n2cnnc2SCc2cnc(-c3ccccc3)s2)cc1	-11.3	176	-8.1	101.2	109.3	-7.7%	11.3	176	-5.6%
CCOc1c(Cl)cc(Cl)cc1CNCCNCCO	0.0	127	.	.	.	-9.6%	0.0	127	2.7%
CCOC(=O)N1CCN(C(=O)c2ccc(NC(=O)CC)cc2)CC1	-22.1	157	-4.3	87.5	91.8	2.2%	22.1	157	-1.9%
O=C(Nc1ccccc1C(=O)NCC1CCCO1)c1ccco1 (configuration not stated)	-1.0	87	5.2	95.4	90.2	14.4%	1.0	87	6.0%
CC(=O)N1CCc2cc(S(=O)(=O)NC(C(=O)Nc3nc(C)cs3)C(C)C)ccc21 (configuration not stated)	.	.	-16.4	103.9	120.3	9.7%	.	.	-12.5%
COc1ccc(CNC(=O)CN(C(=O)c2ccc(CN3CCOCC3)o2)C2CCCC2)cc1	-22.3	120	6.0	96.1	90.1	.	22.3	120	.
O=C(Nc1cccc2ccccc12)c1ccc(Br)o1	-17.0	131	9.1	81.6	72.4	17.0%	17.0	131	-4.4%
CCCn1cnc2c(sc3nc4c(cc32)CSC(C)(C)C4)c1=O	-0.9	106	.	.	.	-3.3%	0.9	106	-6.7%
CCc1ccccc1NC(=O)CSc1nnc([C@H](CCSC)NC(=O)OC(C)(C)C)o1	-12.1	183	9.8	93.9	84.1	-66.9%	12.1	183	-3.7%
O=C(COc1ccccc1Cl)N1CCN(c2ccc([N+](=O)[O-])c(N3CCCCC3)c2)CC1	-5.4	126	.	.	.	14.2%	5.4	126	-12.5%
O=C(CCSc1nc(-c2ccco2)cc(C(F)(F)F)n1)NCCc1ccccc1	-20.0	119	-23.0	55.2	78.2	19.8%	20.0	119	2.6%
CCN(CC)C(=O)CN1C(=O)C2(OCC(C)(c3ccccc3)CO2)c2ccccc21 (configuration not stated)	3.6	103	13.6	98.2	84.7	-12.6%	-3.6	103	-4.7%
COc1ccc(S(=O)(=O)N2CCCCC2C(=O)O)cc1OC (configuration not stated)	0.6	136	-5.1	87.9	93.0	9.8%	-0.6	136	-15.0%
CC1CC(C)CN(S(=O)(=O)c2ccc(C(=O)N3CCN(c4ccccc4)CC3)cc2)C1 (configuration not stated)	-17.2	118	-5.5	72.5	78.0	-57.8%	17.2	118	-8.1%

One compound at a time (already shown). Screens in order: NFkB transloc inh	NFkB transloc inh cell count 2 µM	MRP reversal	MRP reversal cytotoxicity	MRP reversal with doxorubicin	PLAP inhibitors HTS	IL1B NFkB pot	IL1B NFkB pot cell count 2 µM	Bcl-B TR3 displacers
CCOc1ccc2nc(NC(=O)c3cnc(C)cn3)sc2c1 is listed with 39.4*	154*	-21.2	61.5	82.7	-158.3%	-39.4	154	-25.6%
COc1ccc(S(=O)(=O)N2CCCCC2C(=O)O)cc1OC (configuration not stated) is listed with 0.6	136	-5.1	87.9	93.0	9.8%	-0.6	136	-15.0%

New compounds follow
SMILES	NFkB transloc inh	NFkB transloc inh cell count 2 µM	MRP reversal	MRP reversal cytotoxicity	MRP reversal with doxorubicin	PLAP inhibitors HTS	IL1B NFkB pot	IL1B NFkB pot cell count 2 µM	Bcl-B TR3 displacers
Cc1cccc(NC(=O)CN(C)S(=O)(=O)c2ccccc2)n1	-5.5	103	3.9	95.9	92.0	17.2%	5.5	103	-5.0%
CCCCN(C(=O)Cn1nnc2ccccc21)C(C(=O)NCCOC)c1ccccc1 (configuration not stated)	-23.3	133	8.3	85.8	77.5	.	23.3	133	.
Cc1cc(Cl)ccc1N=c1ssnc1Cl	-1.0	152	1.0	2.2	1.3	1.1%	1.0	152	1.5%
COc1ccc(OC)c(S(=O)(=O)Nc2ccccc2C)c1	-4.1	170	6.7	107.6	100.9	5.7%	4.1	170	-3.5%
O=C1c2ccccc2C(=O)N1CCCCSc1nnnn1-c1ccccc1	-3.5	136	0.6	102.8	102.2	21.9%	3.5	136	-0.9%
COC(=O)c1[nH]c2ccccc2c1NC(=O)CN1CCN(c2cccc(Cl)c2)CC1	-3.8	122	1.9	69.9	68.0	-7.3%	3.8	122	5.4%
Cc1ccccc1OCC(=O)N(Cc1ccc(N(C)C)cc1)C1CCS(=O)(=O)C1 (configuration not stated)	2.9	116	3.6	83.3	79.7	-52.8%	-2.9	116	-11.5%
CCCCC(CC)CNC(=O)C1C2C=CC(C2)C1C(=O)O (configuration not stated)	-3.6	44	-0.6	90.2	90.8	-14.3%	3.6	44	1.6%
O=S1(=O)CC(NCc2ccccc2)C(Nc2ccc(Cl)cc2)C1 (configuration not stated)	-4.3	160	14.6	86.6	72.0	4.5%	4.2	160	7.9%
CCOc1ccc(NC(=O)CCNS(=O)(=O)c2ccc3c(c2)c(=O)n(C)c(=O)n3C)cc1	8.0	168	13.9	90.4	76.5	12.4%	-8.0	168	-14.1%
Cn1c(=O)c2c(ncn2CCN(CCO)Cc2ccccc2)n(C)c1=O	3.5	148	7.8	88.0	80.2	6.2%	-3.5	148	-2.3%
CCCCN1C2=C(C(=O)CC(C)(C)C2)C(c2ccccc2)C2=C1c1ccccc1C2=O (configuration not stated)	-9.9	104	29.9	46.9	16.9	-14.7%	9.9	104	9.3%
NS(=O)(=O)c1ccc2c(c1)C1C=CCC1C(C1CC=CCC1)N2 (configuration not stated)	-31.9	178	18.7	108.6	89.9	-4.3%	31.9	178	10.6%
CC(C)(C)C(=O)Nc1nnc(SCC(=O)NCc2cccs2)s1	-3.4	159	22.9	102.7	79.7	-4.2%	3.4	159	4.3%
Cn1c(=O)c2c(nc(OCc3ccccc3)n2C)n(C)c1=O	-0.8	48	5.1	97.8	92.8	-19.2%	0.8	48	-17.5%
O=C(CN1C(=O)CSc2ccccc21)Nc1ccccc1C(=O)N1CCOCC1	.	.	3.6	90.7	87.0	-7.6%	.	.	-5.0%

Five compounds drawn at random from those above:
SMILES	NFkB transloc inh	NFkB transloc inh cell count 2 µM	MRP reversal	MRP reversal cytotoxicity	MRP reversal with doxorubicin	PLAP inhibitors HTS	IL1B NFkB pot	IL1B NFkB pot cell count 2 µM	Bcl-B TR3 displacers
CCOc1ccc(NC(=O)CCNS(=O)(=O)c2ccc3c(c2)c(=O)n(C)c(=O)n3C)cc1	8.0	168	13.9	90.4	76.5	12.4%	-8.0	168	-14.1%
Cc1cccc(NC(=O)CN(C)S(=O)(=O)c2ccccc2)n1	-5.5	103	3.9	95.9	92.0	17.2%	5.5	103	-5.0%
Cn1c(=O)c2c(ncn2CCN(CCO)Cc2ccccc2)n(C)c1=O	3.5	148	7.8	88.0	80.2	6.2%	-3.5	148	-2.3%
Cc1cc(Cl)ccc1N=c1ssnc1Cl	-1.0	152	1.0	2.2	1.3	1.1%	1.0	152	1.5%
CCCCC(CC)CNC(=O)C1C2C=CC(C2)C1C(=O)O (configuration not stated)	-3.6	44	-0.6	90.2	90.8	-14.3%	3.6	44	1.6%

Bioassay records deposited in PubChem BioAssay by several laboratories.
